Bioassay records as filed in PubChem.
TcdB inh – TcdB glycohydrolase inhibition | P18177 | TcdB glycohydrolase enzymatic assay, plate reader | inhibition, % at 9.99 µM | 350,000 compounds, 0.24% hits | AID 652162; in the data active = inhibition above about 10%
Target sequence (P18177 whole entry, looked up): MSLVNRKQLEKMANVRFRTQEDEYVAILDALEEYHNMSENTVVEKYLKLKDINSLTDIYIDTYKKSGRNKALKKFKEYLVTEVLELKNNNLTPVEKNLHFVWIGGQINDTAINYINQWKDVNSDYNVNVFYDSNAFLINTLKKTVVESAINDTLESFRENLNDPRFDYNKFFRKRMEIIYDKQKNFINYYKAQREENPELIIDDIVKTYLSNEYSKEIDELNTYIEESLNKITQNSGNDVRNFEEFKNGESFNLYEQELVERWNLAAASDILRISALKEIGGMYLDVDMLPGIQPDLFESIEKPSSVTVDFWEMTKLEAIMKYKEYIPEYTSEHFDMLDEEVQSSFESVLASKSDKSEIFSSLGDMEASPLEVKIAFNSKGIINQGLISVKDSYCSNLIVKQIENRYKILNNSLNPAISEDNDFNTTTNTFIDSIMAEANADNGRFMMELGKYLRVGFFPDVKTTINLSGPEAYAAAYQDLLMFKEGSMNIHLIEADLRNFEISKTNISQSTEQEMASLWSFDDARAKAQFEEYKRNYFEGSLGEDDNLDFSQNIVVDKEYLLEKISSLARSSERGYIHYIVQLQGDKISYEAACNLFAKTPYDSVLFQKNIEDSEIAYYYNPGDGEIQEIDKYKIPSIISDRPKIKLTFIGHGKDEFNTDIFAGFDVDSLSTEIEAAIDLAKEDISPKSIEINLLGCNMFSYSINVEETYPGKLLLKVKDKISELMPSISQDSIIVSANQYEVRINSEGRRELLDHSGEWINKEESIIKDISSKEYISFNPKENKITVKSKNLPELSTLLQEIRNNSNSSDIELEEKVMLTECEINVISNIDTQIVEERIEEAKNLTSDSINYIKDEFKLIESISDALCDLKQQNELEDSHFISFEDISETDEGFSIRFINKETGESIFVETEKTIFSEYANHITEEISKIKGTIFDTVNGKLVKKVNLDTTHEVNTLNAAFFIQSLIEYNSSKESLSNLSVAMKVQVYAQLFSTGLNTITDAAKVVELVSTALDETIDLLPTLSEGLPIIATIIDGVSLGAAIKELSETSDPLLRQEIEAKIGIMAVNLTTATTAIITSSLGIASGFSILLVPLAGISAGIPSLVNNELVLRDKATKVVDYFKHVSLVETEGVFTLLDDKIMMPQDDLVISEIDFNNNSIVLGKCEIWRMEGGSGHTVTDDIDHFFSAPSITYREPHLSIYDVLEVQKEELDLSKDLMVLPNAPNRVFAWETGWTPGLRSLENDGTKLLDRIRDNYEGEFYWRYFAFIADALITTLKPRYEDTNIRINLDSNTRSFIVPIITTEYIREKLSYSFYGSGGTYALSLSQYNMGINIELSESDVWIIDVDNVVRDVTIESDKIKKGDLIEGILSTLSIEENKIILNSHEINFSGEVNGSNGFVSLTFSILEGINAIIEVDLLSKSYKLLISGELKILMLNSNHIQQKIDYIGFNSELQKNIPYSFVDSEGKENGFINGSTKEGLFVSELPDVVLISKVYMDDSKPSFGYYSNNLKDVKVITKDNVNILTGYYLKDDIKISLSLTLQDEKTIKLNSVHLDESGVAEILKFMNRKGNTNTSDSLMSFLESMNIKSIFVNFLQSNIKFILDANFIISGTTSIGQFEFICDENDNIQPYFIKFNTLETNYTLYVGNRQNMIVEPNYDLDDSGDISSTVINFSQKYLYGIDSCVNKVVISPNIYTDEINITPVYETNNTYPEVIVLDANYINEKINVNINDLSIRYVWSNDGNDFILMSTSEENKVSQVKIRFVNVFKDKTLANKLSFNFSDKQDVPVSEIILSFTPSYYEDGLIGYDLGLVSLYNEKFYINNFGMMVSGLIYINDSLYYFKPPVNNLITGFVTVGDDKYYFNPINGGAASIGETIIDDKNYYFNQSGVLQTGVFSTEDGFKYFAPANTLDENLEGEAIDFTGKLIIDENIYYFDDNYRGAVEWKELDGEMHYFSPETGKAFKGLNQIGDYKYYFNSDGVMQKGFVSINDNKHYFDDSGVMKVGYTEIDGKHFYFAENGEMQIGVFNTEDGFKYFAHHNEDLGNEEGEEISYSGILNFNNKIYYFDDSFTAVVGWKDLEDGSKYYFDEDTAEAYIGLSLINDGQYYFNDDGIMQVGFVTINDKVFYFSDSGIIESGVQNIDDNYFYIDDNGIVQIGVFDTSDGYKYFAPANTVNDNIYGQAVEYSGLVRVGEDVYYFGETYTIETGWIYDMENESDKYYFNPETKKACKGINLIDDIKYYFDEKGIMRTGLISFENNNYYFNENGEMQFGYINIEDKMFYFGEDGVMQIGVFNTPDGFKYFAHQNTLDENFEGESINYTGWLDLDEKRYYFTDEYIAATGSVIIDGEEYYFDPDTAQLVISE
* marks the source's active call; other numbers are inactive results.

compound	TcdB inh
C[C@@H](O)C#Cc1cnc2c(c1)C(=O)N([C@@H](C)CO)C[C@H](C)[C@@H](CN(C)C(=O)c1ccccc1)O2	-0.6
Cc1noc(C)c1S(=O)(=O)N(C)C[C@H]1OCCCC[C@H](C)Oc2ccc(NC(=O)NC(C)C)cc2C(=O)N([C@H](C)CO)C[C@H]1C	-0.2
CCCNC(=O)N1C[C@H](O)COC[C@H]2O[C@H](CC(=O)N3CCN(C)CC3)CC[C@@H]21	-0.8
C[C@H](CO)N1C[C@H](C)[C@H](CN(C)S(=O)(=O)c2cccs2)Oc2ccc(NC(=O)C3CC3)cc2C1=O	-1.0
Cc1ccc(S(=O)(=O)N(C)C[C@H]2Oc3ccc(NC(=O)CCC(F)(F)F)cc3CC(=O)N([C@H](C)CO)C[C@@H]2C)cc1	-0.2
C[C@H](CO)N1C[C@H](C)[C@H](CN(C)C(=O)c2cnccn2)Oc2ncc(-c3cccc(F)c3)cc2C1=O	-0.6
O=C(C[C@H]1C=C[C@H](NC(=O)Nc2cc(F)ccc2F)[C@@H](CO)O1)NCCCN1CCOCC1	-3.7
COc1ccc(-c2ccc3n(c2=O)C[C@@H]2[C@@H](CO)[C@H](C(=O)N(C)C)N(CC4CCOCC4)[C@H]32)cc1	-0.6
C[C@H]1CN([C@@H](C)CO)C(=O)c2cccc(NC(=O)Nc3ccc(C(F)(F)F)cc3)c2O[C@@H]1CN(C)Cc1ccc(Oc2ccccc2)cc1	-0.9
CCC(=O)N(CC1CCC1)C[C@@H]1[C@@H](c2ccccc2)[C@H](CO)N1C(C)=O	0.0

Looked up by structure from the list above:
compound	TcdB inh
O=C(C[C@H]1C=C[C@H](NC(=O)Nc2cc(F)ccc2F)[C@@H](CO)O1)NCCCN1CCOCC1	-3.7
Cc1ccc(S(=O)(=O)N(C)C[C@H]2Oc3ccc(NC(=O)CCC(F)(F)F)cc3CC(=O)N([C@H](C)CO)C[C@@H]2C)cc1	-0.2
C[C@H]1CN([C@@H](C)CO)C(=O)c2cccc(NC(=O)Nc3ccc(C(F)(F)F)cc3)c2O[C@@H]1CN(C)Cc1ccc(Oc2ccccc2)cc1	-0.9
CCCNC(=O)N1C[C@H](O)COC[C@H]2O[C@H](CC(=O)N3CCN(C)CC3)CC[C@@H]21	-0.8

More structures
compound	TcdB inh
C[C@@H]1CCCCO[C@@H](CN(C)Cc2ccc(C(=O)O)cc2)[C@H](C)CN([C@H](C)CO)C(=O)c2cc(NC(=O)Nc3ccc4c(c3)OCO4)ccc2O1	-0.4
O=C(C1CCCCC1)N1CC(=O)N2[C@H](C1)[C@@H](c1ccc(C#CCc3ccccc3)cc1)[C@@H]2CO	0.0
C[C@@H]1CN([C@@H](C)CO)C(=O)c2cc(NS(=O)(=O)c3ccc(Cl)cc3)ccc2O[C@@H](C)CCCCO[C@@H]1CN(C)S(=O)(=O)c1cn(C)cn1	-2.1
CO[C@@H](CN(C)C(=O)c1cnccn1)[C@H](C)CN([C@@H](C)CO)S(=O)(=O)c1ccc(F)cc1	-1.6
Cc1noc(C)c1S(=O)(=O)Nc1ccc2c(c1)CC(=O)N([C@H](C)CO)C[C@H](C)[C@H](CN(C)CC1CCCCC1)O2	0.5
C[C@@H]1CN([C@H](C)CO)C(=O)c2cc(NC(=O)Nc3ccc4c(c3)OCO4)ccc2O[C@@H](C)CCCCO[C@H]1CN(C)S(=O)(=O)c1ccc(F)cc1	0.0
CC(C)CC#Cc1ccc2c(c1)O[C@H](CN(C)C(=O)NC(C)C)[C@@H](C)CN([C@H](C)CO)S2(=O)=O	0.4
O=C(C[C@@H]1C=C[C@@H](NC(=O)Cc2cccnc2)[C@H](CO)O1)NCc1ccc2c(c1)OCO2	0.3
CC(C)NC(=O)Nc1cccc2c1O[C@H](CN(C)S(=O)(=O)c1ccc(Cl)cc1)[C@H](C)CN([C@H](C)CO)C2=O	0.0
O=C(C[C@H]1CC[C@@H](NC(=O)Nc2cccc(F)c2)[C@@H](CO)O1)NCC1CC1	-0.6
CN1c2ccc(-c3ccccc3)cc2[C@@H]2[C@@H](CCN2C(=O)c2cccc(F)c2)[C@@H]1CO	-5.0
O=C(c1ccccc1)N1CC(=O)N2[C@H](C1)[C@H](c1ccc(C#CCC3CCCC3)cc1)[C@@H]2CO	-0.4
COc1ccc(S(=O)(=O)Nc2ccc3c(c2)C(=O)N([C@H](C)CO)C[C@@H](C)[C@H](CN(C)S(=O)(=O)c2cccs2)OCCCC[C@H](C)O3)cc1	-0.1
O=C(C[C@@H]1CC[C@@H](NC(=O)C2CCOCC2)[C@@H](CO)O1)Nc1ccc(-c2ccccc2)cc1	-0.2
CCC(=O)N(C)C[C@@H]1Oc2cc(C#Cc3cccnc3)ccc2S(=O)(=O)N([C@@H](C)CO)C[C@H]1C	0.8
CCCC#Cc1ccc([C@H]2[C@H](CO)N3CCCCN(S(=O)(=O)CC)C[C@@H]23)cc1	0.6
O=C(C[C@@H]1CC[C@H]2[C@@H](COC[C@@H](O)CN2C(=O)c2ccccc2)O1)N1CCOCC1	0.4
O=C(N[C@@H]1C=C[C@@H](CC(=O)N2CCc3ccccc3C2)O[C@@H]1CO)C1CC1	-11
C[C@H]1CN([C@@H](C)CO)C(=O)c2cc(NC(=O)C3CC3)ccc2O[C@@H]1CN(C)C(=O)NC1CCCCC1	0.9
C[C@@H]1CN([C@@H](C)CO)C(=O)c2cc(NC(=O)Nc3ccc4c(c3)OCO4)ccc2O[C@@H]1CN(C)Cc1ccncc1	-5.7
CCCC#Cc1ccc([C@H]2[C@H]3CN(C(=O)Nc4ccc(F)cc4)CC(=O)N3[C@H]2CO)cc1	0.4
COCc1cn(CC[C@@H]2CC[C@H](NC(=O)c3ccc(F)cc3)[C@H](CO)O2)nn1	0.8
Cc1noc(C)c1NC(=O)Nc1ccc2c(c1)C(=O)N(C)[C@H]1CC[C@H](CC(=O)Nc3ccc4c(c3)CCCC4)O[C@@H]1CO2	1.8
C[C@H]1CN([C@@H](C)CO)C(=O)c2cccc(NC(=O)c3nc4ccccc4s3)c2O[C@@H]1CN(C)S(=O)(=O)c1cccs1	-0.9
COc1cccc(CNC(=O)C[C@H]2C=C[C@H](NC(C)=O)[C@@H](CO)O2)c1	-0.4
CCCc1cn(CC[C@@H]2CC[C@@H](NC(=O)Nc3ccc4c(c3)OCO4)[C@@H](CO)O2)nn1	-0.9
COc1cccc(NC(=O)N[C@H]2CC[C@@H](CC(=O)N3CCCCC3)O[C@@H]2CO)c1	1.5
Cc1noc(C)c1NC(=O)N(C)C[C@@H]1Oc2ccc(NC(=O)CCN3CCOCC3)cc2C(=O)N([C@@H](C)CO)C[C@H]1C	-2.3
CCCN(C)C[C@H]1Oc2cc(C#CCC(C)C)ccc2S(=O)(=O)N([C@@H](C)CO)C[C@H]1C	0.2
C[C@@H]1CN([C@@H](C)CO)C(=O)c2cc(NC(=O)CCCN(C)C)ccc2O[C@@H](C)CCCCO[C@H]1CN(C)C(=O)Nc1cccc2ccccc12	0.6
COCC(=O)N1CC2(C1)[C@@H](c1ccc(-c3ccccc3)cc1)[C@@H](CO)N2C(=O)COC	-0.1
C[C@H]1CN([C@@H](C)CO)C(=O)c2cc(NC(=O)Cc3ccccc3)ccc2O[C@H]1CN(C)S(=O)(=O)c1ccccc1	-0.6
N#C[C@H]1[C@@H](c2ccccc2-c2ccccc2)[C@H](CO)N1C(=O)Cc1cccnc1	-0.1
CNC(=O)C[C@@H]1CC[C@H]2[C@@H](COC[C@H](O)CN2C(=O)Nc2ccc(Cl)c(Cl)c2)O1	2.3
CO[C@@H]1CN(C)C(=O)c2cc(NC(=O)CC(F)(F)F)ccc2OC[C@H](C)N(C(C)=O)C[C@H]1C	-0.9
C[C@H]1CN([C@@H](C)CO)C(=O)c2cccc(NC(=O)C3CC3)c2O[C@@H]1CN(C)S(=O)(=O)c1cccs1	-1.4
COc1cccc(-c2cnc3c(c2)C(=O)N([C@@H](C)CO)C[C@H](C)[C@H](CN(C)Cc2ccccc2)O3)c1	-1.9
CC(C)CC#Cc1ccc([C@@H]2[C@H]3CN(C(=O)Cc4ccccc4)CC(=O)N3[C@H]2CO)cc1	-0.1
CC(C)CC#Cc1cnc2c(c1)C(=O)N([C@H](C)CO)C[C@H](C)[C@@H](CN(C)C(=O)c1cccnc1)O2	1.2
COCCNC(=O)C[C@H]1C[C@@H]2c3cc(NC(=O)Nc4ccccc4)ccc3O[C@@H]2[C@@H](CO)O1	-1.3
CN1c2ccc(C#Cc3cccnc3)cc2[C@H]2[C@H](CCN2C(=O)C2CCCCC2)[C@H]1CO	-0.4
C[C@H]1CN([C@@H](C)CO)C(=O)Cc2cc(NS(C)(=O)=O)ccc2O[C@@H]1CN(C)C(=O)Nc1ccc(C(F)(F)F)cc1	0.3
C[C@@H]1CN([C@H](C)CO)C(=O)c2cccc(NC(=O)c3ccncc3)c2O[C@H]1CN(C)S(=O)(=O)c1cn(C)cn1	-0.9
CCCC#Cc1ccc([C@H]2[C@@H](CO)N3CCCCN(S(=O)(=O)c4ccccc4F)C[C@H]23)cc1	1.0
C[C@H](O)C#Cc1cnc2c(c1)C(=O)N([C@H](C)CO)C[C@H](C)[C@H](CN(C)CC1CCOCC1)O2	0.5
CCC(=O)N1[C@@H]2c3ccc(-c4ccc(F)cc4)c(=O)n3C[C@H]1[C@H](CO)[C@H]2C(=O)N(C)C	0.4
CN(C)C(=O)[C@@H]1[C@@H](CO)[C@@H]2Cn3c(ccc(C4=CCCCC4)c3=O)[C@H]1N2Cc1ccccc1	1.3
CC[C@@H](C)[C@@H](CO[C@@H](Cc1ccccc1)C(=O)N[C@@H](CCS(C)(=O)=O)C(=O)OC(C)C)NCC(N)CS (some centres undefined)	-0.3
COc1cccc(S(=O)(=O)Nc2ccc3c(c2)C(=O)N(C)C[C@@H](OC)[C@H](C)CN(C(=O)Cc2cccnc2)[C@H](C)CO3)c1	1.0
C[C@H]1CCCCO[C@H](CN(C)S(=O)(=O)c2ccc(Cl)cc2)[C@@H](C)CN([C@@H](C)CO)C(=O)c2cc(NC(=O)Nc3ccc4c(c3)OCO4)ccc2O1	-0.2

(cont.)
compound	TcdB inh
CC(C)NC(=O)Nc1ccc2c(c1)C(=O)N([C@@H](C)CO)C[C@@H](C)[C@H](CN(C)S(=O)(=O)c1cn(C)cn1)OCCCC[C@H](C)O2	0.0
CC(C)NC(=O)Nc1ccc2c(c1)C(=O)N([C@@H](C)CO)C[C@@H](C)[C@H](CN(C)S(C)(=O)=O)O2	0.7
CCCN(C)C[C@@H]1Oc2cc(C#Cc3ccccc3F)ccc2S(=O)(=O)N([C@H](C)CO)C[C@@H]1C	-0.3
COc1ccc(CN(C)C[C@@H]2Oc3ccc(NS(=O)(=O)c4ccc(Cl)cc4)cc3CC(=O)N([C@@H](C)CO)C[C@H]2C)cc1	-0.5
CO[C@H]1CN(C)C(=O)c2ccc(NC(=O)Nc3ccccc3F)cc2OC[C@H](C)NC[C@H]1C	-0.2
O=C(Cc1ccccn1)N1[C@@H](CO)[C@@H]2c3ccccc3NC[C@@H]21	0.2
O=C1CN(Cc2ccccc2)C[C@@H]2[C@@H](c3ccc(Br)cc3)[C@@H](CO)N12	0.6
Cc1ccc(S(=O)(=O)N(C)C[C@@H]2OCCCC[C@@H](C)Oc3ccc(NS(C)(=O)=O)cc3C(=O)N([C@H](C)CO)C[C@H]2C)cc1	0.9
CCCC(=O)Nc1ccc2c(c1)C(=O)N(C)C[C@H](OC)[C@H](C)CN(Cc1cncnc1)[C@@H](C)CO2	0.6
C[C@H]1CN([C@@H](C)CO)C(=O)c2cc(C#Cc3ccccn3)cnc2O[C@@H]1CN(C)CC1CCOCC1	0.4
COc1ccc(NC(=O)Nc2ccc3c(c2)C(=O)N([C@@H](C)CO)C[C@@H](C)[C@H](CN(C)Cc2ccccc2)OCCCC[C@H](C)O3)cc1	-0.8
C[C@H]1CN([C@@H](C)CO)S(=O)(=O)c2ccc(C#CCC3CCCC3)cc2O[C@@H]1CN(C)C(=O)CC1CC1	0.4
CCCN1[C@@H]2c3ccc(-c4cccc(C(=O)N(C)C)c4)c(=O)n3C[C@@H]2[C@@H](CO)[C@@H]1C(=O)NCCOC	-0.6
C[C@H](CO)N1C[C@H](C)[C@H](CN(C)CC2CC2)OCc2cnnn2CCCC1=O	1.6
C[C@@H]1CN([C@@H](C)CO)C(=O)c2cccc(NS(=O)(=O)c3ccc(F)cc3)c2O[C@H]1CN(C)Cc1ccc(C(F)(F)F)cc1	1.9
O=C(C[C@@H]1CC[C@H](NC(=O)C2CCOCC2)[C@H](CO)O1)NCc1ccncc1	0.0
CCNC(=O)[C@@H]1[C@@H](CO)[C@@H]2Cn3c(ccc(/C=C/c4ccccc4)c3=O)[C@H]1N2CC	-0.8
C[C@@H]1CN([C@H](C)CO)C(=O)c2cccc(NS(=O)(=O)c3ccc(F)cc3)c2O[C@H]1CN(C)Cc1ccc(C(=O)Nc2ccccc2N)cc1	0.5
C[C@@H]1CCCCO[C@H](CN(C)C(=O)Nc2ccc(C(F)(F)F)cc2)[C@@H](C)CN([C@H](C)CO)C(=O)c2cc(NC(=O)Nc3ccccc3)ccc2O1	0.3
COc1ccc(S(=O)(=O)N[C@@H]2CC[C@@H](CCNC(=O)CN3CCOCC3)O[C@H]2CO)cc1	0.1

Ordered by number of heavy atoms (ascending): 4 of the compounds above.
compound	TcdB inh
O=C(C[C@@H]1CC[C@H](NC(=O)C2CCOCC2)[C@H](CO)O1)NCc1ccncc1	0.0
COc1ccc(S(=O)(=O)N[C@@H]2CC[C@@H](CCNC(=O)CN3CCOCC3)O[C@H]2CO)cc1	0.1
C[C@H]1CN([C@@H](C)CO)S(=O)(=O)c2ccc(C#CCC3CCCC3)cc2O[C@@H]1CN(C)C(=O)CC1CC1	0.4
C[C@@H]1CCCCO[C@H](CN(C)C(=O)Nc2ccc(C(F)(F)F)cc2)[C@@H](C)CN([C@H](C)CO)C(=O)c2cc(NC(=O)Nc3ccccc3)ccc2O1	0.3

The list is partial, so the mix of outcomes need not match the whole.
